# Screens (PubChem)
# DAX1 inh-1 = DAX1 (NR0B1) inhibition, primary screen; HEK293T StAR-luciferase reporter, SF-1/DAX-1 repression relief; inhibition, % at 6.8 µM; hit rate 1.1% among 370,000; AID 652010;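 active = inhibition above the mean over all tested compounds plus 3 SD, cut at about 3.6% in these data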;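 also: 0% = DAX-1 cells with DMSO and 100% = cells lacking DAX-1 with DMSO; higher inhibition means more luminescence from relief of DAX-1 repression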
# DAX1 inh-2 = NR0B1 (DAX1) inhibition | hit rate 0.99% among 340,000 | AID 504766 | HEK293 Gal4-DAX1 luciferase reporter, luminescence | P51843 | inhibition, % at 6.75 µM;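 active = inhibition above the mean over all tested compounds plus 3 SD, cut at about 4.2% in these data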;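 also: 0% = DAX1-transfected cells with DMSO and 100% = empty-vector control cells with DMSO; inhibition shows as a rise in luminescence from relieved DAX1 repression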
# Target sequence (P51843 207-470 limits assumed): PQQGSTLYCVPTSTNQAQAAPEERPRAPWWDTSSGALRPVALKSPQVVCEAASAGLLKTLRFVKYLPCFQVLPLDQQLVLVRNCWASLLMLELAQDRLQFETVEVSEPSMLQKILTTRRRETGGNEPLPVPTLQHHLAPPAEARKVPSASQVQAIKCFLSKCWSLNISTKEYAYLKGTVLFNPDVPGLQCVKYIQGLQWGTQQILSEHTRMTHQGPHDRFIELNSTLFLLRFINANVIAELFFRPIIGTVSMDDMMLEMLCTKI
# SMARCA2 act = activators of SMARCA2 function | hit rate 1% among 370,000 | activation, % at 9.1 µM | AID 652017 | MG213 cells, MMTV-luciferase reporter, dexamethasone, overnight; in the data active = activation above about 7.8%;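 also: 0% = vehicle wells and 100% = reference activator wells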
# ADAM10 inh = inhibitors of human ADAM10. AID 720582. hit rate 0.62% among 370,000. O14672. recombinant ADAM10, EDANS/DABCYL FRET peptide cleavage, 3 h. inhibition, % at 7 µM;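 active = inhibition above a per-campaign cutoff equal to the mean of compounds falling between control-based bounds plus 3 SD, cut at about 20% in these data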;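 also: 0% = DMSO wells while the 100% control is not disclosed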
# Target sequence (O14672 214-748 limits assumed): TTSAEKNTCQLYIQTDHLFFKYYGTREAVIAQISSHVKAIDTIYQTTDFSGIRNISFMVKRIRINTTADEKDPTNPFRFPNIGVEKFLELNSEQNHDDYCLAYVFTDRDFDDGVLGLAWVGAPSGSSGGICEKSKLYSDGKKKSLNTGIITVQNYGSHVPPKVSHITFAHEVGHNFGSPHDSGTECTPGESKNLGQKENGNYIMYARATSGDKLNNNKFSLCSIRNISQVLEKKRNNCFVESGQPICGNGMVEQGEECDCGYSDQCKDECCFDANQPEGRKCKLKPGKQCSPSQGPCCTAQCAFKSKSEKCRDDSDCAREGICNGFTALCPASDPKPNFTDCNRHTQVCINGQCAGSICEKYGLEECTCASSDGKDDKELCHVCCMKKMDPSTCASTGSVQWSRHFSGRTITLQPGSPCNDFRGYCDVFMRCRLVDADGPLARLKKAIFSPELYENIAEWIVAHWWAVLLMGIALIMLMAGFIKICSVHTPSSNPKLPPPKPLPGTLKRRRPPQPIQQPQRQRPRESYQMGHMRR
# PG9 binder = binds the HIV-1 gp120 antibody PG9; AID 624416; TR-FRET gp120-PG9 antibody binding; hit rate 0.43% among 360,000; inhibition, % at 6.7 µM; in the data active = inhibition above about 8.5%
# FXN GAA850 act = increases GAA850 frataxin promoter reporter activity. HEK293 lucGAA850 FXN promoter luciferase reporter, 24 h; percent of 10 µM SAHA response. activation, % at 6 µM. hit rate 0.56% among 360,000. AID 540364;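 active = activation above the average of all compounds screened plus 3 SD, cutoff fixed separately per campaign, cut at about 7.5% in these data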;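 also: 0% = DMSO wells and 100% = 10 µM SAHA wells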
# hcDAF12 agonist = activates DAF-12 receptor from parasite H. contortus; HEK293 hcDAF-12 lit1-tk-luc reporter, luminescence; 0% DMSO, 100% Δ7-dafachronic acid; activation, % at 6.8 µM; hit rate 1.4% among 370,000;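 active = activation above the mean of all tested compounds plus 3 SD, cut at about 5.5% in these data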;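 also: 100% = response to 3 µM Δ7-dafachronic acid high control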
# GC-A act = GC-A (human) enzyme activation; AID 1671463; activation, % at 10 µM; hit rate 0.14% among 370,000; HEK293 GC-A cells, cGMP TR-FRET, EC30 ANP; 0% at EC30 ANP, 100% saturating ANP; in the data active = activation above about 40%
# ssDAF-12 act = activators of S. stercoralis DAF-12 nuclear receptor; HEK293 ssDAF-12/GRIP1 lit1-tk-luc reporter, luminescence; % of 3 µM dafachronic acid response; hit rate 1% among 370,000; activation, % at 6.8 µM;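 active = activation above the mean over all tested compounds plus 3 SD, cut at about 0.9% in these data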;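 also: 0% = DMSO-only wells and 100% = 3 µM delta7-dafachronic acid wells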
# ADAM17 inh = ADAM17 inhibition, QFRET primary screen; P78536; hit rate 0.83% among 370,000; inhibition, % at 6.95 µM; recombinant ADAM17, EDANS/DABCYL FRET peptide cleavage;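 active = inhibition above the mean of compounds lying between control limits plus 3 SD, set per campaign, cut at about 8.5% in these data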;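 also: 0% = DMSO-only wells as the low control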
# hgDAF-12 ag = hgDAF-12 agonism, primary luciferase screen; HEK293 GAL4-hgDAF12 UAS-luciferase reporter, agonist luminescence; normalized to butyrate control; activation, % at 6.8 µM; hit rate 1.8% among 370,000;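 active = activation above a cutoff set at the mean of all screened compounds plus 3 SD, cut at about 10% in these data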;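 also: 0% = DMSO wells and 100% = sodium butyrate wells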
# The depositor's hits bear a star; i = inactive.
# A first look (2 entries):
1	COc1ccc(CNC(=O)CCC(=O)N2CCN(S(=O)(=O)c3ccc(Cl)cc3)CC2)cc1
2	CC(=O)C[C@H](O)CC(=O)[C@H]1OC(=O)[C@H](C)CCCCc2ccccc21
Compound,1,2
DAX1 inh-1,-0.2,0.5
DAX1 inh-2,0.0,1.3
SMARCA2 act,-1,3
ADAM10 inh,6,1
PG9 binder,1.9,-0.8
FXN GAA850 act,1.4,-0.1
hcDAF12 agonist,0.0,-1.0
GC-A act,2,-5
ssDAF-12 act,-1.6,-0.9
ADAM17 inh,-1,-2
hgDAF-12 ag,-1.4,-0.8

# Results (from the top)
1	COc1ccc(CNC(=O)CCC(=O)N2CCN(S(=O)(=O)c3ccc(Cl)cc3)CC2)cc1
2	CC(=O)C[C@H](O)CC(=O)[C@H]1OC(=O)[C@H](C)CCCCc2ccccc21
3	COc1ccc(CCNS(=O)(=O)c2ccc3c(c2)CCN3C(=O)CCC(=O)O)cc1OC
4	CC(OC(=O)CCN=C1NS(=O)(=O)c2ccccc21)C(=O)Nc1ccc(N(C)C)cc1 (stereo not given)
5	OC(COCc1ccccc1)CN1CCN(c2ccccc2F)CC1 (stereo not given)
6	COC(=O)[C@]1(C)CCC[C@@]2(C)C3CC[C@@]4(C)C[C@]3(CC[C@H]12)C[C@H]4O (stereo not given in full)
Compound,1,2,3,4,5,6
DAX1 inh-1,-0.2,0.5,0.0,1.0,0.5,-0.4
DAX1 inh-2,0.0,1.3,0.6,0.6,0.5,-0.1
SMARCA2 act,-1,3,-5,-4,-4,-2
ADAM10 inh,6,1,-2,-5,14,5
PG9 binder,1.9,-0.8,0.3,-5.4,-0.9,-1.0
FXN GAA850 act,1.4,-0.1,-0.7,0.1,0.1,-1.3
hcDAF12 agonist,0.0,-1.0,0.4,0.2,-0.5,-1.8
GC-A act,2,-5,-2,-4,2,-2
ssDAF-12 act,-1.6,-0.9,-0.9,-1.1,-1.4,-1.1
ADAM17 inh,-1,-2,-3,-3,4,2
hgDAF-12 ag,-1.4,-0.8,-1.7,1.8,-2.9,-0.2

7	CN(Cc1ccccc1)S(=O)(=O)c1cccc2nsnc12
8	C#CCN(C(=O)c1ccc(OC2CCN(Cc3ccccn3)CC2)cc1)C1CCCCC1
9	CC1CC(C)(C)CC2(C1)NC(=O)N(CC(=O)NCc1ccccc1F)C2=O (stereo not given)
10	Cc1ccccc1C(=O)N1CCC(C(=O)Nc2nc3ccc(F)cc3s2)CC1
11	CC(C)c1nc(SCC(=O)Nc2c[nH]c(=O)[nH]c2=O)c2cnn(-c3ccccc3)c2n1
12	CCN(CC(=O)Nc1c(F)cccc1F)C(=O)CN1C(=O)c2ccccc2C1=O
Compound,7,8,9,10,11,12
DAX1 inh-1,-0.8,-2.8,0.0,-0.9,-0.7,1.8
DAX1 inh-2,-0.6,-0.6,-1.3,0.3,-0.5,0.5
SMARCA2 act,-2,-3,-3,-1,2,-4
ADAM10 inh,2,-4,-2,8,0,-4
PG9 binder,-1.1,-1.1,-0.6,1.0,0.2,2.0
FXN GAA850 act,6.8,-0.1,1.1,-1.3,2.0,-0.3
hcDAF12 agonist,-0.9,-3.4,0.7,2.4,-0.8,-1.2
GC-A act,4,-4,-1,29,-2,-2
ssDAF-12 act,-1.6,-1.1,-1.0,-0.9,-0.1,-1.1
ADAM17 inh,-1,-1,1,3,0,0
hgDAF-12 ag,-4.0,-2.0,-0.1,2.2,1.3,3.7

13	COc1cccc(NC(=O)c2ccccc2SC)c1
14	CC(=O)Nc1ccc(S(=O)(=O)N(C)CC(=O)OCC(=O)NCc2ccco2)cc1
15	O=C(CSc1nnc(SCc2cccc3ccccc23)s1)N/N=C/C=C/c1ccccc1[N+](=O)[O-]
16	CCS(=O)(=O)N1CCC(C(=O)NCC2CCCO2)CC1 (stereo not given)
17	COc1ccc(N(CC(=O)Nc2ccccc2C(=O)NCc2ccco2)S(C)(=O)=O)cc1
18	COc1ccc(NC(=O)c2ccc(Oc3ncccn3)cc2)cc1
Compound,13,14,15,16,17,18
DAX1 inh-1,-0.5,-0.7,-0.8,0.1,0.0,2.0
DAX1 inh-2,-1.4,-0.4,-1.0,0.0,0.3,0.7
SMARCA2 act,-1,0,2,-2,-1,9.4*
ADAM10 inh,-1,-1,6,3,3,-2
PG9 binder,-0.4,-0.9,-0.7,0.8,0.9,-0.9
FXN GAA850 act,-1.4,1.3,4.3,1.2,1.7,2.7
hcDAF12 agonist,-2.8,-0.2,2.1,-0.8,-0.9,-0.4
GC-A act,6,3,-3,3,-5,-1
ssDAF-12 act,-1.5,-0.6,-0.5,-0.6,-1.0,-1.1
ADAM17 inh,-3,0,5,-5,-2,0
hgDAF-12 ag,-2.7,1.2,2.0,0.0,3.2,4.4

19	CCCCC(CC)C1OCC(C[N+]2(C)CCOCC2)O1 (stereo not given)
20	CC(C)C1CC(CCN2CCCCC2)(c2ccccc2)CCO1 (stereo not given)
21	CCN(Cc1ccncc1)Cc1cn[nH]c1-c1cc(OC)c(OC)c(OC)c1
22	Cc1cc(N(C)C)c(C#N)c(N2CCOCC2)n1
23	CCN1CCN(Cc2ccccc2NC(=O)Nc2ccc(C)cc2)CC1
24	Cc1cc(NC(=O)CSc2nccn2C)n(-c2ccccc2)n1
Compound,19,20,21,22,23,24
DAX1 inh-1,-0.2,1.3,-0.5,-0.1,1.9,0.1
DAX1 inh-2,1.4,0.3,-0.6,-0.1,2.7,3.0
SMARCA2 act,-3,0,-2,0,8,0
ADAM10 inh,-4,1,0,-7,2,-2
PG9 binder,0.8,0.8,-0.6,2.6,0.3,0.4
FXN GAA850 act,-0.1,-0.1,-0.8,2.1,3.9,1.9
hcDAF12 agonist,0.7,3.3,3.2,-1.1,2.3,0.6
GC-A act,1,-8,-1,1,2,4
ssDAF-12 act,-0.3,-1.4,-1.5,-1.1,-0.4,-0.3
ADAM17 inh,-4,-4,-4,4,0,0
hgDAF-12 ag,-1.7,-0.4,1.7,1.4,4.7,-1.2

# An excerpt from above in order of count of non-hydrogen atoms, lowest first:
22	Cc1cc(N(C)C)c(C#N)c(N2CCOCC2)n1
20	CC(C)C1CC(CCN2CCCCC2)(c2ccccc2)CCO1 (stereo not given)
23	CCN1CCN(Cc2ccccc2NC(=O)Nc2ccc(C)cc2)CC1
21	CCN(Cc1ccncc1)Cc1cn[nH]c1-c1cc(OC)c(OC)c(OC)c1
Compound,22,20,23,21
DAX1 inh-1,-0.1,1.3,1.9,-0.5
DAX1 inh-2,-0.1,0.3,2.7,-0.6
SMARCA2 act,0,0,8,-2
ADAM10 inh,-7,1,2,0
PG9 binder,2.6,0.8,0.3,-0.6
FXN GAA850 act,2.1,-0.1,3.9,-0.8
hcDAF12 agonist,-1.1,3.3,2.3,3.2
GC-A act,1,-8,2,-1
ssDAF-12 act,-1.1,-1.4,-0.4,-1.5
ADAM17 inh,4,-4,0,-4
hgDAF-12 ag,1.4,-0.4,4.7,1.7

# New compounds follow
25	CCN1C(=O)[C@H]2[C@@H](c3ccc(OC)cc3)N[C@]3(CCCN(CCC(C)C)C3=O)[C@H]2C1=O
26	N#CCC(=O)Nc1ncn(Cc2ccccc2Cl)n1
27	Cc1ccc(NC(=O)CS(=O)CC(=O)N2CCN(c3ccccc3)CC2)cc1 (stereo not given)
28	CCN1CCN(S(=O)(=O)c2ccc(Cl)c(C(=O)Nc3ccccc3N3CCCCC3)c2)CC1
29	COc1ccc(C(=O)NCCc2c[nH]c3ccc(OC)cc23)cc1
30	NC(=O)CC(CC(=O)OCc1ccccc1)c1ccccc1 (stereo not given)
Compound,25,26,27,28,29,30
DAX1 inh-1,-0.1,-0.7,0.0,-2.5,-0.4,0.2
DAX1 inh-2,0.2,-0.3,-1.8,-0.6,1.3,-2.3
SMARCA2 act,-3,-2,1,-2,-3,-3
ADAM10 inh,-5,-14,9,11,-2,-2
PG9 binder,1.4,-0.4,-1.4,0.2,-1.1,1.0
FXN GAA850 act,1.3,0.5,-0.5,-3.3,-0.9,2.3
hcDAF12 agonist,1.1,-1.2,0.3,-2.1,1.1,0.5
GC-A act,1,-1,2,-13,-1,0
ssDAF-12 act,-0.9,-1.6,-1.1,-1.6,-0.9,-0.6
ADAM17 inh,2,-6,2,4,-3,-3
hgDAF-12 ag,-0.7,-0.9,0.2,-0.5,-1.1,-1.8

# Just ssDAF-12 act and ADAM17 inh, for five of the compounds above:
cpd	compound	ssDAF-12 act	ADAM17 inh
3	COc1ccc(CCNS(=O)(=O)c2ccc3c(c2)CCN3C(=O)CCC(=O)O)cc1OC	-0.9	-3
4	CC(OC(=O)CCN=C1NS(=O)(=O)c2ccccc21)C(=O)Nc1ccc(N(C)C)cc1 (stereo not given)	-1.1	-3
5	OC(COCc1ccccc1)CN1CCN(c2ccccc2F)CC1 (stereo not given)	-1.4	4
6	COC(=O)[C@]1(C)CCC[C@@]2(C)C3CC[C@@]4(C)C[C@]3(CC[C@H]12)C[C@H]4O (stereo not given in full)	-1.1	2
7	CN(Cc1ccccc1)S(=O)(=O)c1cccc2nsnc12	-1.6	-1

# (list continues)
31	COc1ccc(-c2cc3ccccc3n2CC(O)Cn2nc(C)cc2C)cc1 (stereo not given)
32	O=C(/C=C\NCC(=O)c1ccccc1)c1ccc2ccccc2c1
33	O=C(N/N=C/c1ccco1)c1ccc2nc[nH]c2c1
34	COc1cccc(C2C(C#N)=C(C)NC3=C2C(=O)CC(C)(C)C3)c1 (stereo not given)
35	O=C(NCC1CCCO1)/C(=C\c1ccccc1F)NC(=O)c1ccccc1 (stereo not given)
36	O=c1c2ccccc2[nH]c(=S)n1CCCN1CCOCC1
Compound,31,32,33,34,35,36
DAX1 inh-1,-0.7,-0.4,0.2,-0.8,0.0,-1.1
DAX1 inh-2,-1.5,0.8,0.1,1.9,-0.2,0.6
SMARCA2 act,2,-2,4,-2,-3,1
ADAM10 inh,-1,-14,1,i,-7,-2
PG9 binder,-1.4,-2.5,-2.8,1.5,0.0,0.7
FXN GAA850 act,0.1,5.6,-1.2,0.1,0.0,2.6
hcDAF12 agonist,-0.4,3.8,-1.2,0.9,-0.9,-2.3
GC-A act,-10,-3,3,0,0,-2
ssDAF-12 act,-0.6,-0.6,-0.9,-1.5,-1.2,-1.8
ADAM17 inh,-1,-6,1,i,-6,-4
hgDAF-12 ag,-0.8,1.1,-1.0,-1.8,0.2,-2.5

37	Cc1cc(C)cc(NC(=O)CSc2nccn2Cc2ccco2)c1
38	O=C(NNC(=O)c1cc(Cl)nc2ccccc12)c1ccccc1F
39	CCCC(=O)Nc1ccc(NC(=O)c2cccs2)cn1
40	Cc1ccccc1NS(=O)(=O)c1ccc2c3c(cccc13)C(=O)N2C
41	CC(C)c1ccc(/C=N/NC(=O)c2ccccn2)cc1
Compound,37,38,39,40,41
DAX1 inh-1,-1.6,0.8,0.6,-0.2,3.2
DAX1 inh-2,0.4,-1.9,3.0,1.8,-0.8
SMARCA2 act,4,-3,2,2,6
ADAM10 inh,0,4,0,-5,-1
PG9 binder,-0.5,1.0,-1.8,-2.2,-1.8
FXN GAA850 act,-0.2,1.1,4.4,1.0,-0.7
hcDAF12 agonist,-1.5,2.3,-1.8,-0.3,8.3*
GC-A act,-17,-1,0,0,3
ssDAF-12 act,-1.0,1.1*,-0.6,-0.5,1.0*
ADAM17 inh,2,5,2,-8,1
hgDAF-12 ag,0.0,-0.9,2.9,0.0,9.7
